E-sel TNF inh: TNF alpha driven E-selectin expression inhibition; HUVEC TNFa-induced E-selectin immunofluorescence, high content; inhibition, % at 2 µM; 120,000 compounds, 0.71% hits; AID 1246;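 active = inhibition above the batch mean plus 3 SD, and confirmed as a hit on visual image review, cut at about 43% in these data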;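 also: 0% = TNF-stimulated DMSO wells and 100% = unstimulated control wells; not every result past the cut was called active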
BB579 growth dn: reduces growth of yeast BB579 in restrictive medium; S. cerevisiae BB579 growth, OD615, 48 h; inhibition, % at 10 µM; 140,000 compounds, 0.51% hits;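 active = inhibition above a set limit, 3 SD over the mean compound inhibition, cut at about 44% in these data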; also: inactives centre near -24
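System: DeaD yeast strain BB579; buffer or medium: CSMM-D dextrose restrictive medium; technique: OD at 615 nm; schedule: 4 h cell preincubation, 48 h compound exposure, 30 °C humidified; doses: single 10 µM dose; controls: amphotericin B 10 µg/mL, positive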
GALR2 blocker: GALR2 (human) receptor antagonism | O43603 | GALR2-expressing cells, antagonist mode | inhibition, % at 4 µM | 140,000 compounds, 0.39% hits | AID 828; in the data active = inhibition above about 27%;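 also: cells stimulated with galanin 1-16 at roughly its EC80; 0% = agonist challenge control and 100% = basal control without agonist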
Target sequence (O43603 whole entry, looked up): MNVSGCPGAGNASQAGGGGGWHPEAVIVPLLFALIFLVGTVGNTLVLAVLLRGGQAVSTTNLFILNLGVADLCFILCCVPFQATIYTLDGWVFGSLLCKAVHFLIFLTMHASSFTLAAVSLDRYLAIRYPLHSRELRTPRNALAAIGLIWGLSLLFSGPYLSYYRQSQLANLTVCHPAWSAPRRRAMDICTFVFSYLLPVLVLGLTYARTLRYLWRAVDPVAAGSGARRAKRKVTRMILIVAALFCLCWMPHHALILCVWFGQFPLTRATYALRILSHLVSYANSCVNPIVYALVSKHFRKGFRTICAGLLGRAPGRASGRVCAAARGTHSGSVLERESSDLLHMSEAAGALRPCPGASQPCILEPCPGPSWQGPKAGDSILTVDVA
Yeast life ext: extends the lifespan of yeast. S. cerevisiae growth with nicotinamide, OD615; deaD strain in restrictive glucose medium. inhibition of the nicotinamide effect, % at 10 µM. 130,000 compounds, 0.68% hits;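 active = inhibition above a set limit, placed 3 SD over the median of all compounds, cut at about 26% in these data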;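 also: 0% = nicotinamide-treated wells and 100% = cells grown without nicotinamide; some compounds called inactive have numbers as strong as hits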
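System: DeaD-strain S. cerevisiae / Buffer or medium: CSMM-D, restrictive glucose (dextrose) synthetic minimal medium / Probe or stimulus: nicotinamide, 1.5 mM, co-present with compound / Compound: one concentration, 10 µM, DMSO 0.25% / Incubation: 48 h compound exposure at 30 °C, humidified / Technique: optical density (absorbance) at 615 nm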
HCT116 PTEN-null: suppresses growth of cells with PTEN deletion | 140,000 compounds, 1.2% hits | viability, % at 10 µM | AID 827 | HCT116 PTEN-null viability, CellTiter-Glo, 60 h; active compounds read low;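 active = viability at or below a set limit, 4 SD under the median of all tested compounds, cut at about 3.7% in these data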;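 also: PTEN knockout HCT116 line with beta catenin targeted HCT116 as companion control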
Phagocyt inh: blocks phagocytosis by macrophages; 110,000 compounds, 0.07% hits; AID 1029; J774A.1 macrophage IgG-bead phagocytosis, imaging; inhibition, % at 5 µM;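 active = inhibition above the mean of the plate negative controls plus 5 SD, cut at about 13% in these data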;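 also: phagocytic index as fraction of beads internalized from green versus red external bead signal; plate controls were DMSO negative control for no effect and cytochalasin-D positive control for full effect; some results beyond the cut were filed as inactive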
NPY Y2 blocker: antagonists of human neuropeptide Y receptor Y2 | P49146 | NPY-Y2 expressing cells, antagonist mode | inhibition, % at 2.7 µM | 140,000 compounds, 0.99% hits; in the data active = inhibition above about 17%;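 also: 0% = vehicle with agonist challenge and 100% = reference antagonist with challenge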
Target sequence (P49146 whole entry, looked up): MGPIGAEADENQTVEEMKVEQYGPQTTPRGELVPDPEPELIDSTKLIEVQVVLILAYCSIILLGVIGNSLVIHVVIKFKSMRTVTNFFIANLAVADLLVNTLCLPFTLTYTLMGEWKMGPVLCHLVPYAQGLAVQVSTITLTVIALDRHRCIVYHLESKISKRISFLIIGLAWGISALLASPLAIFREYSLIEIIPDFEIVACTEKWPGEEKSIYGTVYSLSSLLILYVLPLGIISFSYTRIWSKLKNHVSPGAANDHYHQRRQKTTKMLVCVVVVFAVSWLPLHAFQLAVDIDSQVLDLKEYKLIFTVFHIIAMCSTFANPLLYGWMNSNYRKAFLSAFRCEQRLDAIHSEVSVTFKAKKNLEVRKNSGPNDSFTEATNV
HCT116 bCat-KO: beta-catenin-lacking colon tumor cell growth suppression. HCT116 beta-catenin knockout viability, CellTiter-Glo, 60 h; active compounds read low. viability, % at 10 µM. 140,000 compounds, 1.5% hits. AID 818;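 active = viability at or under a set limit, the compound median less 4 SD, cut at about 6% in these data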;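 also: 0% = Hyamine 1622 control at 20 µM and 100% = untreated cell control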
Measles CPE: protection of cells from measles virus; Measles virus-infected cells, CPE protection, absorbance; protection (pct of control), % at 4 µM; 140,000 compounds, 1.5% hits; AID 841; in the data active = protection mostly above about 24%, no sharp cut-off; inactive = mostly below about 26%; also: some compounds called inactive have numbers as strong as hits
MRP1 act: activators of MRP-1; H69AR cells + doxorubicin, viability rescue, CellTiter-Glo; viability increase, % at 10 µM; 140,000 compounds, 0.61% hits; AID 799;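 active = viability gain under doxorubicin at or above a set limit, the compound median plus 3 SD, cut at about 4.7% in these data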;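 also: MRP-1 overexpressing cells given doxorubicin 25 µM after compound pretreatment; 18-22 h compound pretreatment then 72 h with doxorubicin before readout; 0% = doxorubicin-only wells and 100% = vehicle-treated cells without doxorubicin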
Numbers without * were called inactive; / = no result given.

Sample of the layout:
Value order: E-sel TNF inh, BB579 growth dn, GALR2 blocker, Yeast life ext, HCT116 PTEN-null, Phagocyt inh, NPY Y2 blocker, HCT116 bCat-KO, Measles CPE, MRP1 act
> COc1ccc(CN(C#N)c2nc(SC)nc(N(C)C)n2)cc1
→ -36, -31, 2, -7, 78, 0, 12, 82, 7, -1.6
> CCOC(=O)C1C(c2ccc(O)c(OCC)c2)NC(=S)NC1(O)C(F)(F)F (centres undefined)
→ 4, -26, -5, -9, 98, -2, 1, 92, 20, -2.8
> CSc1nc(-c2ccccc2)[nH]c(=S)c1C(C)=O
→ -5, -15, 12, -10, 90, /, 2, 88, 12, -2.0
> Cc1cc(C)n(CC(O)Cn2c3ccccc3c3ccccc32)n1 (centres undefined)
→ 9, -22, 8, -6, 88, 1, 2, 96, 5, -2.2
> O=S(=O)(c1ccc(Cl)cc1)N1CCN(c2nc(-c3cccs3)nc3ccccc23)CC1
→ /, -19, 2, -4, 82, -3, 1, 84, 5, 0.1
> Cc1ccc(NC(=O)c2nn(C34CC5CC(CC(C5)C3)C4)cc2[N+](=O)[O-])cc1
→ -71, -17, -7, -8, 55, 2, 4, 56, 3, -2.5
> CN(C)C=NC(=O)c1ccc(N2CCN(c3ncc(C(F)(F)F)cc3Cl)CC2)cc1
→ /, 9, -7, -11, 32, 1, 6, 45, 5, -1.4
> COc1ccccc1N1CC(C(=O)Nc2ccc(S(=O)(=O)N3CCOCC3)cc2)CC1=O (centres undefined)
→ /, -35, 5, -15, 90, 0, 0, 80, 21, -0.7
> Cn1c(C(=O)NCc2cccs2)cc2c(=O)n(C)c3ccccc3c21
→ -6, -26, 0, -9, 101, 0, 1, 103, 2, 0.5

All compounds of this part, repeating the preview:
Value order: E-sel TNF inh, BB579 growth dn, GALR2 blocker, Yeast life ext, HCT116 PTEN-null, Phagocyt inh, NPY Y2 blocker, HCT116 bCat-KO, Measles CPE, MRP1 act
> COc1ccc(CN(C#N)c2nc(SC)nc(N(C)C)n2)cc1
→ -36, -31, 2, -7, 78, 0, 12, 82, 7, -1.6
> CCOC(=O)C1C(c2ccc(O)c(OCC)c2)NC(=S)NC1(O)C(F)(F)F (centres undefined)
→ 4, -26, -5, -9, 98, -2, 1, 92, 20, -2.8
> CSc1nc(-c2ccccc2)[nH]c(=S)c1C(C)=O
→ -5, -15, 12, -10, 90, /, 2, 88, 12, -2.0
> Cc1cc(C)n(CC(O)Cn2c3ccccc3c3ccccc32)n1 (centres undefined)
→ 9, -22, 8, -6, 88, 1, 2, 96, 5, -2.2
> O=S(=O)(c1ccc(Cl)cc1)N1CCN(c2nc(-c3cccs3)nc3ccccc23)CC1
→ /, -19, 2, -4, 82, -3, 1, 84, 5, 0.1
> Cc1ccc(NC(=O)c2nn(C34CC5CC(CC(C5)C3)C4)cc2[N+](=O)[O-])cc1
→ -71, -17, -7, -8, 55, 2, 4, 56, 3, -2.5
> CN(C)C=NC(=O)c1ccc(N2CCN(c3ncc(C(F)(F)F)cc3Cl)CC2)cc1
→ /, 9, -7, -11, 32, 1, 6, 45, 5, -1.4
> COc1ccccc1N1CC(C(=O)Nc2ccc(S(=O)(=O)N3CCOCC3)cc2)CC1=O (centres undefined)
→ /, -35, 5, -15, 90, 0, 0, 80, 21, -0.7
> Cn1c(C(=O)NCc2cccs2)cc2c(=O)n(C)c3ccccc3c21
→ -6, -26, 0, -9, 101, 0, 1, 103, 2, 0.5
> COc1ccccc1NC(=O)N1CCC(c2nnc(SCC(N)=O)n2C)CC1
→ 1, -43, -3, -10, 87, 1, -4, 79, 8, -0.5
> COc1ccc(-n2cnnc2SCc2ncc(-c3ccccc3)o2)cc1
→ -15, -12, 1, -6, 96, -1, 0, 107, 4, -1.4
> CCOc1ccc(Cc2nnc(N)s2)cc1OCC
→ 17, -39, -9, -2, 103, -1, 2, 106, 5, 0.5
> CCCS(=O)(=O)N1CCC(C(=O)NCCCN(CC)c2cccc(C)c2)CC1
→ /, 14, 6, -7, 97, 0, -2, 73, 2, -2.5
> COc1ccc(N(C(=O)Cn2nnc3ccccc32)C(C(=O)NCc2ccco2)c2ccc(C)o2)cc1 (centres undefined)
→ 15, -14, 11, -7, 91, -1, 2, 106, 10, -0.9
> CCOc1ccc(Nc2nc(N)nc(CN(C)C3CCCCC3)n2)cc1
→ -11, -55, 5, 13, 97, 3, 6, 92, 6, -1.6
> COc1ccc(/C=N/NC(=O)c2ccn[nH]2)cc1COc1ccc(Cl)cc1
→ -16, -30, 2, -13, 46, /, 0, 51, 4, -1.6
> Cc1onc(-c2ccccc2)c1C(=O)Nc1nc(-c2ccc(F)c(F)c2)cs1
→ -24, -45, 5, -15, 78, -2, 2, 88, 5, 0.4
> CNC(=O)NC(=O)C(C)OC(=O)CCCSc1nc2ccccc2s1 (centres undefined)
→ -28, -9, 10, -4, 87, -3, 4, 88, 4, -3.6
> CSc1nc2ccccc2n1CC(=O)Nc1c(C)n(C)n(-c2ccccc2)c1=O
→ 14, -37, 2, -6, 87, -1, -1, 92, 16, -2.3
> CCOC(=O)/C(C#N)=C/c1c(OCC)n(CC)c2ccccc12
→ /, -26, -4, -5, 82, -11, 6, 86, 26, -0.2
> COc1ccc2nc(Nc3nc(CSc4nc5ccccc5[nH]4)cc(=O)[nH]3)nc(C)c2c1
→ 16, -12, -1, 1, 7, -2, 3, 6.1*, 0, -2.1
> COc1ccccc1-n1c(SCC(=O)N2CCOCC2)nc(O)c(Cc2ccccc2)c1=O
→ -9, -5, 0, -26, 90, 0, 2, 96, 3, -1.3
> CCN1C(=O)N(c2cccc3ccccc23)C(C)=CC1(C)C
→ 2, -42, 6, -1, 57, /, 4, 71, 5, -2.5
> O=C(NCCCN1CCN(c2cccc(Cl)c2)CC1)C1CCC(=O)N1Cc1ccccc1Cl (centres undefined)
→ 19, -56, -18, -2, 67, 2, 5, 49, 25, -3.2
> Cc1ccc(-c2nnn(CCC(=O)NC(C)(C)C)n2)cc1
→ -21, 7, 7, /, 100, /, 0, 94, 21, -0.1
> Nn1c(SCC(=O)Nc2ccc(Oc3ccccc3)cc2)nnc1C1CC1
→ -21, -21, -10, -2, 82, /, 3, 86, 12, -3.4
> NC(=O)c1cccc2c(=O)oc3ccccc3c12
→ -24, 7, 3, 3, 90, 0, -2, 97, 2, -0.5
> Cc1ccc(CNC(=O)Cn2ccc3ccccc3c2=O)o1
→ /, -24, -2, -9, 93, 0, -2, 92, 15, -0.6
> Cc1nc2sc3c(c2c2nc(-c4ccco4)nn12)CCCC3
→ -43, -51, 3, -11, 77, 0, 8, 72, 6, -1.7
> O=C(NC1CCCC1)C1CCCN(S(=O)(=O)c2ccc(-n3cnnn3)cc2)C1 (centres undefined)
→ -33, -21, 1, -8, 100, 0, 4, 104, 4, -0.4
> CCCc1cc(=O)[nH]c(Nc2ccc(O)cc2)n1
→ -2, -21, 0, -2, 103, -3, 1, 95, 7, -2.9
> CCOC(=O)C(C(C)=O)c1c(Br)c(O)c(O)c2c(C(=O)c3ccc(C)cc3)coc12 (centres undefined)
→ -16, -59, 3, /, 1.7*, -1, 4, 1.3*, 1, -8.1
> CCOc1ncccc1C(=O)OCc1ccc(C(=O)OC)o1
→ 4, -49, 3, -14, 104, 0, 1, 103, 5, 3.0
> CC1(C)CC(N2CCCC2)=CC(=[N+]2CCCC2)C1
→ -4, -49, 2, 8, 58, -12, 3, 37, 3, -0.6
> CC(C)(C)C1CCc2c(sc(NC(=O)C3CC=CCC3C(=O)O)c2C#N)C1 (centres undefined)
→ /, -38, 0, 15, 86, -4, 0, 87, 7, -1.9
> O=C(NC1CCN(C(=S)NCc2ccco2)CC1)C1CCCCC1
→ 11, 5, -1, -17, 98, 0, 0, 94, 14, -0.6
> CCN(C(=O)c1ccccc1Cl)c1ccccc1
→ -7, -19, 5, 6, 105, -1, 1, 94, 18, -0.8
> CC1(C)CC(=O)C2=C(C1)Nc1cc3c(cc1C2c1ccc(F)cc1)OCO3 (centres undefined)
→ -36, -33, -4, -16, 86, -3, 4, 86, 10, 0.9
> COc1ccc(-n2c(O)c(/C=N/n3cnnc3)c3ccccc3c2=O)cc1
→ /, -14, 6, -21, 104, 0, -3, 94, 17, 0.1
> Cc1ccc(S(=O)(=O)NC(=O)NCc2ccccc2)cc1
→ 10, -30, -7, 7, 106, 0, 2, 105, 13, -0.1
> O=C(NCN1CCN(c2ccccc2F)CC1)c1cccnc1
→ -7, -5, -9, -20, 101, /, 4, 85, 3, -2.8
> O=C(Nc1ccccc1O)c1cc(S(=O)(=O)N2CCOCC2)ccc1Cl
→ -10, -58, -1, -9, 102, -1, -3, 102, 9, 0.0
> Cc1ccc(CN2C(=O)CCC2C(=O)NC2CC2)cc1 (centres undefined)
→ -3, 5, 8, -12, 91, -3, 1, 89, 8, -0.7
> CCOC(=O)/C=C1\SCC(=O)N1Cc1ccc(Br)cc1
→ 28, -17, 10, -7, 93, /, 1, 89, 14, -1.9
> COc1ccc(NC(=O)c2cc([N+](=O)[O-])nn2Cc2ccccc2)c(C)c1
→ -67, -34, 2, -1, 81, 1, 14, 94, 4, -0.9
> CC(C)(C)c1n[nH]c2c1CCCC2
→ 1, -41, 3, 28*, 92, -1, 4, 98, 5, -0.4
> C=CCN1C(=O)CS/C1=N\S(=O)(=O)c1ccc(Cl)cc1
→ /, -23, 5, 1, 97, -2, -1, 92, 10, 3.1
> COCCSc1ccccc1C(=O)N1CCCC1
→ -2, -2, -11, -8, 92, -1, -1, 96, 33, -0.1
> Cc1c(Cl)cccc1NC(=O)CN1C(=O)CSc2ncccc21
→ -1, -14, 3, -9, 112, 0, 0, 87, 2, -1.8
> CN(Cc1nc2ccccc2c(=O)[nH]1)Cc1cc(=O)oc2ccc3ccccc3c12
→ 6, -75, 12, -4, 109, 1, 6, 102, 16, 0.0
> CCCCn1nnnc1SCC(=O)Nc1ccc2c(c1)OCCO2
→ 29, -8, -12, -12, 113, 0, 7, 103, 18, -1.8
> c1ccc(CNCCN2CCNCC2)nc1
→ 39, -52, 2, -6, 103, 0, 0, 103, 17, -0.6
> Cn1c(=O)c(C(=O)COC(=O)c2cc(C3CC3)nc3ccccc23)c(N)n(Cc2ccccc2)c1=O
→ -4, 4, -6, 2, 61, /, -2, 66, 34, 0.6
> CCOC(=O)c1[nH]c2c(c1C)C(=O)CC(c1ccc(N(C)C)cc1)C2 (centres undefined)
→ -18, 7, -4, 1, 51, 0, -1, 52, 3, -3.9
> COc1ccc(CC2(C)OC(c3ccc(C)cc3)=NN2C(C)=O)cc1 (centres undefined)
→ /, -39, 5, 7, 78, /, 10, 78, 6, -2.8
> CCOc1ccc(Nc2nc3cc(S(=O)(=O)N(CC)CC)ccc3o2)cc1
→ -12, 13, 9, -4, 85, -1, 4, 82, 23, -6.0
> CCc1c(C)nc2ncnn2c1N1CCCC(C(=O)NCCc2ccc(OC)cc2)C1 (centres undefined)
→ -2, -11, 6, -4, 89, -1, 1, 86, 4, -1.3

Screening results as filed in PubChem BioAssay.
